FEN1 inhibitor: qHTS Assay for the Inhibitors of Human Flap endonuclease 1 (FEN1). Potency, µM (doses to about 114 µM), for inactives: at the highest dose activity change, negative = inhibition, usual class: inhibitors. P39748. 0.35% of 390,000 active. Recombinant FEN1 flap cleavage, fluorescence, 15 min; further: nearly all actives have a fitted effect of over 65% in size
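Reaction started by adding substrate (50 nM final) to 10 nM enzyme after 15 min room-temperature compound preincubation. Reads at 0 and 15 min, with data normalized and fitted to a four-parameter Hill equation.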
GCN5L2 inh: qHTS Assay for Inhibitors of GCN5L2; Histone acetyltransferase KAT2A (Homo sapiens), Q92830; GCN5L2 HAT assay, ThioGlo1 CoA-SH fluorescence; Potency, µM (top dose mostly 58.9 µM), inactives show top-dose activity change, negative = inhibition, most hits filed as inhibitors; 0.21% of 390,000 active; AID 504327, 2011
Target sequence (Q92830 whole entry, looked up): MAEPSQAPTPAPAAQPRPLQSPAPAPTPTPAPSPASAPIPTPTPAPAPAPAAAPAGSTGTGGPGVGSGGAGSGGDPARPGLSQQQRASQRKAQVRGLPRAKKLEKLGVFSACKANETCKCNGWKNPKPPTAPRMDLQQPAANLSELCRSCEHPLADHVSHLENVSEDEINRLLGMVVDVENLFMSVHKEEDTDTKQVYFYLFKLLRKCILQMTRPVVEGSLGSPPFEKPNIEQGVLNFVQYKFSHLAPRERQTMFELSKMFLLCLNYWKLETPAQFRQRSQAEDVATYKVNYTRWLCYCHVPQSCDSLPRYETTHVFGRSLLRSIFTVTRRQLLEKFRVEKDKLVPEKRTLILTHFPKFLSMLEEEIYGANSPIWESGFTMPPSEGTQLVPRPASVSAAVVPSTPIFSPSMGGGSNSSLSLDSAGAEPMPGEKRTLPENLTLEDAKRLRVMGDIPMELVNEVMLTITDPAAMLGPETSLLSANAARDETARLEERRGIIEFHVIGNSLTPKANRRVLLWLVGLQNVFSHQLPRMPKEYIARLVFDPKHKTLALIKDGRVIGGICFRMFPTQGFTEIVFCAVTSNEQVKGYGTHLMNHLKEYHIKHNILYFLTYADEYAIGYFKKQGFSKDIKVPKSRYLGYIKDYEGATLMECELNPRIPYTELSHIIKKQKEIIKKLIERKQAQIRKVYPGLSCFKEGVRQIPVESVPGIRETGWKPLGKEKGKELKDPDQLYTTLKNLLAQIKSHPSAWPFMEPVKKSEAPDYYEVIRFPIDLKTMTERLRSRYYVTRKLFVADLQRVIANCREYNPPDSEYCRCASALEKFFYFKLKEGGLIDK
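GCN5L2 (20 nM) in 50mM HEPES pH 7.5, 0.1mM EDTA, 0.01% Tween-20 preincubated 15 min with compounds at room temperature. Reaction started with H3(1-25) 75uM, acetyl-CoA 70uM, ThioGlo1 50uM; CoA-thiol fluorescence (Ex340/Em540) read at 0 and 20 min.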
TDP1 cell CPT: qHTS for Inhibitors of human tyrosyl-DNA phosphodiesterase 1 (TDP1): qHTS in cells in presence of CPT. chicken DT40 Tdp1-/-;hTDP1 cells + 20 nM CPT, ATP luminescence, 48 h. Potency, µM (doses to about 46.2 µM), without a hit: at the highest dose activity change, negative = growth inhibition, hits mostly inhibitors. 12% of 420,000 active. AID 686979, 2013; further: nearly all actives have a fitted effect of over 55% in size
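Chicken DT40 Tdp1-/- cells complemented with human TDP1, 400 cells/well, exposed to compounds plus 20 nM camptothecin for at least 48 h at 37 C; viability read as ATP content by CellTiter-Glo luminescence.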
Active calls of the source: *; u = inconclusive; x = not tested or not shown; & = joins results of further samples; [ ] = remark or other dose. The call rests on the fitted dose curve; in most records, active means well fitted curve in the direction sought with a large enough effect; inconclusive means small, poorly fitted or top-dose-only effect, or another doubt; inactive means no such curve, though single readings can be large; an effect the other way counts as inactive or inconclusive. On the % scale 0 is the no-effect control and ±100 the full control effect; potency means the concentration at half of the fitted maximal effect. The list is partial, so the mix of outcomes need not match the whole.

Molecule | GCN5L2 inh | FEN1 inhibitor | TDP1 cell CPT
CC1=NC(C(F)(F)F)(C(F)(F)F)C(C#N)=C(C)N1 | -6% | -2% | u
CCN(CC)S(=O)(=O)c1cccc(C(=O)OCC(=O)Nc2ccc3c(c2)c2ccccc2n3CC)c1 | -7% | -3% | -24%
CC1CN(Cc2nnc(-c3ccccc3)o2)CC(C)O1 (stereo unspecified) | 16% | -2% | 3%
CCOc1ccc(C(=O)NCc2ccc3c(c2)OCO3)cc1OCC | -6% | -12% | -8%
COC(=O)c1[nH]c2cc(OC)ccc2c1NC(=O)CCN1CCN(c2cccc(C)c2C)CC1 | -6% | 1% | u
CS(=O)(=O)Cc1cccc(C(=O)NC2CCSc3ccccc32)c1 (stereo unspecified) | -1% | 2% | -1%
COC(=O)c1c(-c2cccc(C)c2)csc1N | -2% | 1% | 1%
COCC(=O)N1CCC(Oc2ccc(C(=O)N(C)C3CCCCC3)cc2)CC1 | 2% | -2% | -25%
COc1ccc(OC)c2sc(NC(=O)c3ccc(Cl)s3)nc12 | -2% | -4% | -24%
Cc1ccc(O)c(-c2cc(-c3ccc(F)cc3)no2)c1 | -11% | 18% | -23%
COc1ccc(C2CC(=O)c3cnn(-c4nc(C)cc(C)n4)c3C2)cc1 (stereo unspecified) | -4% | -8% | 21µM*
CCCCc1c(C)nc2ccc(Br)cc2c1SC(N)N | -6% | -10% | -2%
CCC(=O)Nc1ccc(C)cc1-c1nc2ccccc2n(CC(=O)c2ccc(C)cc2)c1=O | -3% | -6% | u
CCN1C(=N)N(c2ccccc2)C(=O)C(CC)(CC)C1=O | x | 3% | 1%
COc1ccc2c(CNC3CCC(C)CC3)c(C(=O)O)n(Cc3ccc(F)cc3)c2c1 (stereo unspecified) | -3% | 15% | u
OCCN1CCN(CC(O)COc2ccc(Cl)cc2)CC1 (stereo unspecified) | -6% | -14% | -1%
Clc1ccc(Nc2cc(-c3ccccc3)nc3ncnn23)cc1 | -10% | -17% | -13%
c1ccc(N2CCN(c3nnnn3-c3ccccc3)CC2)cc1 | -1% | 0% | -29%
N#Cc1c(C(F)(F)F)cc(-c2ccccc2)n(N)c1=O | -11% | -11% | u
COC(=O)c1ccc(NC(=O)c2nc(SCc3ccccc3F)ncc2Cl)cc1 | x | 10% | u
Cc1ccc(-c2csc(=Nc3cccnc3)n2CCCN2CCCC2=O)cc1C | -6% | -7% | u
COc1ccc(NC(=O)c2c(F)cccc2F)cc1S(=O)(=O)Nc1ccc(Br)cc1 | -9% | -1% | -24%
COc1ccc(C(=O)Nc2nc(N)n(-c3ccccc3)n2)cc1OC | -4% | 9% | 0%
COC(=O)C1(CCSC)NC(c2ccc(O)cc2)C2C(=O)N(c3ccc(F)cc3)C(=O)C21 (stereo unspecified) | -14% | 5% | -2%
O=C(O)C(CCCCN1C(=O)C2C3C=CC(C3)C2C1=O)N1C(=O)C2C3C=CC(C3)C2C1=O (stereo unspecified) | -10% | 7% | u
CCc1ncc(C(O)c2cccc(OC)c2OC)n1C (stereo unspecified) | -4% | 9% | 0%
CN(C)N1C(N)=C(C#N)C(c2ccc3c(c2)OCO3)C2=C1CCCC2=O (stereo unspecified) | -3% | 10% | 0%
O=C(Cc1ccccc1)NNC(=O)c1ccccc1C(=O)O | -2% | -1% | 1%
O=C1CC(N2CCN(c3ccccc3F)CC2)C(=O)N1c1ccc(F)cc1 (stereo unspecified) | x | 1% | -28%
Cc1cc(C)c(S(=O)(=O)N2CCN(S(=O)(=O)N3CCOCC3)CC2)c(C)c1 | -6% | 1% | 5%

Of the compounds above, these contain two or more sulfur atoms:
Molecule | GCN5L2 inh | FEN1 inhibitor | TDP1 cell CPT
CS(=O)(=O)Cc1cccc(C(=O)NC2CCSc3ccccc32)c1 (stereo unspecified) | -1% | 2% | -1%
COc1ccc(OC)c2sc(NC(=O)c3ccc(Cl)s3)nc12 | -2% | -4% | -24%
Cc1cc(C)c(S(=O)(=O)N2CCN(S(=O)(=O)N3CCOCC3)CC2)c(C)c1 | -6% | 1% | 5%

(cont.)
Molecule | GCN5L2 inh | FEN1 inhibitor | TDP1 cell CPT
Cc1nc(SCc2cccc(F)c2)c2oc3ccccc3c2n1 | -9% | 7% | -9%
CCCn1nc(C(=O)NCc2ccc3c(c2)OCO3)c2ccccc2c1=O | -6% | -8% | -9%
O=C(Nc1cnccn1)Nc1ccccc1F | -30% | 23% | 3%
Cc1ccc(-c2nc3sc4c(c3c(=O)n2N)CCCC4)cc1 | 2% | -4% | -2%
c1nc(N2CCC3(CC2)OCCO3)c2[nH]cnc2n1 | -2% | 10% | -27%
CC1(C)CC(=O)C(C=Nc2ccc(NC3=C(C#N)C(=O)CC(C)(C)C3)cc2)=C(O)C1 | -13% | 0% | -10%
O=C(O)CC1(CC(=O)NCc2ccc(C(F)(F)F)cc2)CCCCC1 | 2% | 15% | 4%
Cc1cccc(C)c1NC(=S)N=Nc1c(O)n(C)c2ccc(S(=O)(=O)N3CCOCC3)cc12 | -2% | -5% | 2.6µM*
CCc1ccccc1N(C)C(=O)Cc1c(C(=O)O)c(C)cn1C | -5% | 22% | 0%
COc1ccc(/C=C(\C#N)C(=O)NC(C)c2ccccc2)cc1O (stereo unspecified) | -28% | -6% | -25%
COc1ccc(-c2nnc(SC)nc2-c2ccc(OC)c([N+](=O)[O-])c2)cc1[N+](=O)[O-] | x | -13% | -7%
N#Cc1c(/N=C/C=C/c2ccccc2)sc2c1CCCC2 | 38%[activator] | -8% | u
CC(C)CC(CC(C)C)=NNC(=O)c1ccc2c(c1)OCO2 | 1% | -4% | 2%
Cc1cccc(CN2C(=O)c3ccccc3Sc3ccc(C(=O)NCCN4CCOCC4)cc32)c1 | -4% | -10% | -1%
O=C(Cn1cnc(S(=O)(=O)N2CCCC2)c1)Nc1ccc(OC(F)(F)F)cc1 | -28%&2% | 17%&1% | -19%&-2%
CN1C[C@@H]2C[C@@H](c3cccn3-c3nccs3)N3CCC[C@@]23C1=O | -2% | -3% | 3%
CCCn1c(SCc2nc(-c3cc(OC)ccc3OC)no2)nnc1-c1ccc(Cl)cc1 | -11% | 0% | 13µM*
O=C(NCc1ccccc1)C1=C[C@@H](C2CC2)C[C@@H](OCc2ccc(CO)cc2)O1 | 3% | 12% | u
COc1ccc(C2c3c(n(C)c4ccccc34)C(=O)N2CC(=O)Nc2ccc(F)cc2)cc1 (stereo unspecified) | -1% | 2% | -11%
O=C(Nc1cccc(C(=O)N2CCCCC2)c1)c1ccc(Cl)cc1 | -25% | -7% | u
O=C(CSc1ccccn1)Nc1cccc(S(=O)(=O)N2CCCC2)c1 | 0% | -2% | -7%
Cc1cc(/C=C/c2ccnc3ccccc23)ccc1N(C)C | x | u | 5.6µM*
CCCOc1ccccc1C(=O)N(Cc1ccco1)C1CCS(=O)(=O)C1 (stereo unspecified) | -3% | -3% | u
COc1ccc(C2C(C(=O)NCc3ccccn3)c3cc(OC)c(OC)cc3C(=O)N2C)cc1 (stereo unspecified) | 3% | -1% | -25%
CCCCn1c(N)c(N(CCOC)C(=O)CSCc2ccc(C)cc2)c(=O)[nH]c1=O | 3% | 8% | -7%
O=C(Oc1cccc2cccnc12)c1cccc(N2C(=O)C3C4CCC(C4)C3C2=O)c1 (stereo unspecified) | -3% | -19% | 4.1µM*
COc1ccccc1CNC(=O)COc1cc(=O)n(C)c2ccccc12 | -3% | -12% | -28%
CCOC(CNC(=O)c1cccn2c(=O)c3cc(Cl)ccc3nc12)OCC | -15% | -1% | 12µM*
CCOC(=O)c1cc(-c2cc3ccccc3o2)nc2c1c(=O)[nH]c(=O)n2CCOC | -7% | 0% | 3%
COc1ccccc1CNC(=O)Cn1c(=O)nc(-c2ccccc2F)c2cc(Cl)ccc21 | -4% | 12% | u

2 compounds from above, limited to FEN1 inhibitor:
Compound | FEN1 inhibitor
COc1ccccc1CNC(=O)COc1cc(=O)n(C)c2ccccc12 | -12%
CCOC(CNC(=O)c1cccn2c(=O)c3cc(Cl)ccc3nc12)OCC | -1%

(continued)
Molecule | GCN5L2 inh | FEN1 inhibitor | TDP1 cell CPT
O=C(NNc1cccc(Cl)n1)Nc1ccccc1 | -2% | -8% | 1%
COc1ccc(C)cc1NC(=O)Cc1c(C(=O)O)n(C)c2ccccc12 | -1% | 0% | 13%
Cc1ccc2c(c1)[C@@H]1[C@H](CO2)[C@H](c2ccccc2)[C@]2(C)C(=O)N[C@H](C)C(=O)N12 | 0% | 16% | u
COc1ccc(NC(=O)CSc2nnc(-c3ccccc3C)n2N)cc1 | -1% | 1% | 16µM*
c1ccc2oc(-c3csc(NCC4CCCO4)n3)cc2c1 (stereo unspecified) | -4% | -10% | u
O=C(Nc1c2c(nn1-c1ccc([N+](=O)[O-])cc1)CS(=O)(=O)C2)c1cccs1 | -11% | 8% | -19%
COc1ccc(CCNC(=O)C2CC2)cc1 | x | 5% | 2%
O=C(Cc1ccc(NC(=O)N2CCCCc3ccccc32)cc1)NCc1ccccc1 | 0% | 11% | 23µM*
CCCOc1ccc2ccccc2c1/C=C1\SC(=O)NC1=O | -6% | 17% | 1%
CCc1ccc(NC(=O)NCC2CCN(Cc3cccc(Cl)c3)CC2)cc1 | -9% | -23% | u
Cc1cc(C)cc(-n2ccn(Cc3ccc(F)cc3)c(=O)c2=O)c1 | -2% | -6% | -20%
Cc1ccc2nc(-c3ccc(S(=O)(=O)N4CCCCC4)cc3)cn2c1 | 0% | -2% | 4%
CC1CCc2onc(C(=O)N3CCN(c4ccccc4)CC3)c2C1 (stereo unspecified) | -3% | -5% | -30%
O=C(c1cc2ncccn2n1)N1CCc2c([nH]c3ccccc23)C1c1ccccc1F (stereo unspecified) | 5% | 0% | 11%
O=C(NCCc1ccccc1)c1ccco1 | -3% | -11% | 5%
O=C(/C=C/c1cccc(F)c1)OCC(=O)N1CCc2ccccc21 | -2% | -4% | 13%
CCCCn1c(N)c(N(CCC(C)C)C(=O)C(C)N2C(=O)c3ccccc3C2=O)c(=O)[nH]c1=O (stereo unspecified) | 1% | -5% | -14%
CN1C(=O)Cc2cc(S(=O)(=O)NCc3ccccc3Cl)ccc21 | -8% | -6% | u
CCc1cc(-c2n[nH]c(C)c2-c2nc3ccccc3n2C)c(O)c(CN2CCN(C)CC2)c1O | -1% | -12% | -18%
COc1ccc(/C=C(/NC(=O)c2ccccc2Cl)C(=O)NCCCC(=O)O)cc1 | u | 0% | 9%
Cc1cccc(Nc2nnc(-c3ccc(C)c(S(=O)(=O)N4CCOCC4)c3)c3ccccc23)c1 | -10% | -21% | 16µM*
Cc1[nH]c2ccccc2c1/C=N/NC(=O)CCC(=O)NCc1ccccc1 | -6% | 5% | u
O=C(Cn1cc(C(F)(F)F)cc(Cl)c1=O)NCCc1ccc(Cl)cc1Cl | u | 10% | 0%
CSCC[C@H](N)C(=O)NCC1CCC(C(=O)Nc2ccc3c(c2)OCO3)CC1 (stereo partly specified) | 7% | -8% | -5%
CCN(C(=O)COC(=O)CSc1ccc(C)cc1C)c1c(N)n(Cc2ccccc2)c(=O)[nH]c1=O | x | -2% | -9%
Cc1ccc(S(=O)(=O)N2CCOCC2)cc1NC(=O)COc1ccc2c(C)cc(=O)oc2c1 | -4% | -10% | u
Fc1cccc(F)c1[B-](F)(F)F | x | 48%[activator] | u
COC(=O)C1=C(N)Oc2cc(C)n(CC3CCCO3)c(=O)c2C1c1ccc(Cl)cc1 (stereo unspecified) | -10% | -23% | u
CC(=O)Nc1ccccc1OCC(=O)NCCc1ccc(Cl)cc1Cl | 2% | -10% | u
COCCCN1C(=O)C(=O)/C(=C(/O)c2ccc(OC(C)C)c(C)c2)C1c1ccncc1 (stereo unspecified) | -11% | -2% | -6%
CC1(C)Cc2noc(N)c2C(C)(C)N1OC(=O)c1ccccc1 | -3% | 2% | -8%
O=C(CCC(=O)N1CCOc2ccccc21)NC1CCCCCC1 | u | -12% | -21%
CCC(=O)N1c2ccccc2C(N(C(C)=O)c2ccccc2)CC1C (stereo unspecified) | -3% | -4% | -9%
COc1cc(NC(=O)C2CCCCC2)c(OC)cc1NC(=O)c1ccco1 | -1% | -7% | -26%
Cc1ccc(S(=O)(=O)N2CCN(c3nc(C(C)C)c4c(c3C#N)CC(C)(C)OC4)CC2)cc1 | -4%[0.501 µM] | -21% | 16µM*
CC1CCN(Cc2nnnn2-c2cccc([N+](=O)[O-])c2)CC1 | -2% | -1% | u

Screens: PubChem, National Center for Advancing Translational Sciences (NCATS)
